# Screening data from PubChem BioAssay.
# core dimer inh = HCV core protein dimerization inhibition. TR-FRET GST/Flag-core106 dimerization, 1536-well. inhibition, % at 5 µM. 300,000 tested, 0.33% active. AID 1899;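 active = inhibition above the mean of all tested compounds plus 3 SD, set per screening campaign, cut at about 45% in these data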
#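 Assay system: GST-tagged and Flag-tagged HCV core protein residues 1-106 / Times: compound-protein-antibody incubation 4 h at 22.5 °C / Signal: time-resolved FRET, ex 340 nm, em 617 and 671 nm / Evaluation: % inhibition based on acceptor/donor emission ratio / Benchmarks: wells lacking GST-core106 and wells with excess unlabelled core106 / Repeats: singlicate, one well per compound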
# Efflux pump inh = inhibitors of Candida antifungal efflux pumps expressed in yeast. S. cerevisiae Candida pump triplex, Nile Red efflux. inhibition, % at 10 µM. 330,000 tested, 0.44% active;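 active = plate passing quality check with inhibition over a set limit, or well fluorescence over plate mean plus 4 SD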;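 note: Nile Red retained in pooled yeast measured as flow cytometry median fluorescence; 0% = buffer negative control and 100% = Enniatin B positive control; higher means more Nile Red kept so more efflux inhibition; some compounds called inactive have numbers as strong as hits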
# PP5 primary = inhibitors of human protein phosphatase 5 (PP5). purified PP5c, OMFP substrate fluorescence. inhibition, % at 6.7 µM. 320,000 tested, 0.18% active;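 active = inhibition above the campaign's mean inhibition across all tested compounds plus 3 SD, cut at about 9.5% in these data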;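 note: 0% = DMSO only and 100% = 100 µM cantharidin control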
# Target sequence (P53041 whole entry, looked up): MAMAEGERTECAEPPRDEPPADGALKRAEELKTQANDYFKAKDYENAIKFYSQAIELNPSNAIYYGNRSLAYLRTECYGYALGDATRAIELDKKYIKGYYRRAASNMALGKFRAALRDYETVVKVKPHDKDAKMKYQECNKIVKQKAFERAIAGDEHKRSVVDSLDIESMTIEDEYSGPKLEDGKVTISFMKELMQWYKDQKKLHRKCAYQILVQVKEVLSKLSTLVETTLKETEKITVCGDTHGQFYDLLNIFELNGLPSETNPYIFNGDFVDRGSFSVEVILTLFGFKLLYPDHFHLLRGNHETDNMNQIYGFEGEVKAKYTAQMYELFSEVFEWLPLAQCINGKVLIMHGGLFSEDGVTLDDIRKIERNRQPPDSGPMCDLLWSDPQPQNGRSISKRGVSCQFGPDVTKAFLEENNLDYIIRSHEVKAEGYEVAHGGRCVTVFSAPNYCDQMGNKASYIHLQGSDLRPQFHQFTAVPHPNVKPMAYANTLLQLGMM
# TPT1 inh = inhibitors of Candida albicans tRNA 2'-phosphotransferase TPT1 | 300,000 tested, 0.81% active | recombinant caTPT1, FP RNA substrate dephosphorylation | inhibition, % at 5 µM;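 active = inhibition above the mean of all tested compounds plus 3 SD, set per screening campaign, cut at about 24% in these data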;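 note: plate controls were DMSO alone for no effect and ferristatin control at 100 nM for full effect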
# PREPL inhibitor = inhibits the human prolyl oligopeptidase-like enzyme | recombinant PREPL, fluorescence polarization activity-based probe | Q4J6C6 | 320,000 tested, 0.68% active | inhibition, % at 5.96 µM; in the data active = inhibition above about 43%;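 note: 0% = enzyme with DMSO and 100% = wells lacking enzyme; many of its hits are not listed in these tables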
# PP1 inh = PP1-alpha (human) inhibition in PP5 counter-screen; inhibition, % at 6.7 µM; purified PP1alpha, OMFP fluorescence; 320,000 tested, 0.9% active;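 active = inhibition above the mean inhibition of all tested compounds plus 3 SD, computed separately for each screening campaign, cut at about 15% in these data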
# Target sequence (P62136 whole entry, looked up): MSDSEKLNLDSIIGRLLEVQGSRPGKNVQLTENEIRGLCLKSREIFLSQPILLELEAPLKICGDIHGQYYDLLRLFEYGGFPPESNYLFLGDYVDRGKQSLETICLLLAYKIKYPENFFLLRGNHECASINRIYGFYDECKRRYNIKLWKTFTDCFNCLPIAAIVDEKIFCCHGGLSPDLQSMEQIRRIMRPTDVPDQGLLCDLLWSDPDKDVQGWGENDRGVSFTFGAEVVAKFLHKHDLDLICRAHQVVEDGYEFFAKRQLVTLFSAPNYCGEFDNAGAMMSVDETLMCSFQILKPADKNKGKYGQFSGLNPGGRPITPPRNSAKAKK
# EBNA-1 inh = blocks EBNA-1 binding to DNA; EBNA-1 DNA binding, fluorescence polarization; inhibition, % at 14.8 µM; 300,000 tested, 0.34% active; AID 1950; in the data active = inhibition above about 28%
# Fh CTSL1 inh = blocks F. hepatica cathepsin L1 in PFM18AAP counter-screen. recombinant F. hepatica cathepsin L1, Z-Leu-Arg-MCA fluorescence. inhibition, % at 5.96 µM. 300,000 tested, 0.49% active. AID 1906;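 active = inhibition above the mean of all tested compounds plus 3 SD, set per screening campaign, cut at about 17% in these data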;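 note: 0% = plate median of test compound wells and 100% = 1 µM Z-Phe-Ala-diazomethylketone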
# ZTA counter = counter-screen for EBNA-1 inhibitors: inhibitors of Epstein-Barr virus ZTA; inhibition, % at 11 µM; ZTA-DNA binding, fluorescence polarization; 320,000 tested, 0.15% active; P03206; in the data active = inhibition above about 33%
# Target sequence (P03206 whole entry, looked up): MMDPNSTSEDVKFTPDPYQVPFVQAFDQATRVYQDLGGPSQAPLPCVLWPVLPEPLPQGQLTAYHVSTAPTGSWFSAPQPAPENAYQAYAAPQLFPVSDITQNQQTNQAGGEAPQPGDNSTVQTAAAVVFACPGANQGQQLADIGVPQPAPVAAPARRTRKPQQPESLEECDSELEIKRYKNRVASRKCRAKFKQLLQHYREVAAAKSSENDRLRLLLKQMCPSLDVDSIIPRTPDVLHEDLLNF
# * = called active by the depositor; / = not tested or not shown.
SMILES,core dimer inh,Efflux pump inh,PP5 primary,TPT1 inh,PREPL inhibitor,PP1 inh,EBNA-1 inh,Fh CTSL1 inh,ZTA counter
Cc1nc2nc(-c3ccccc3)[nH]n2c(=O)c1Cc1ccccc1,-5,-0.1,0.5,4,-3,3,7,8,-1
CCC(O)CC(C(=O)NNc1ccccc1)C(=O)NNc1ccccc1 (centres undefined),-2,0.1,-0.2,1,4,-8,-4,-7,-17
COc1ccc(CCN(C)C(=O)c2c(C)nn(-c3ccccc3)c2C)cc1OC,5,0.3,0.9,1,0,1,3,0,11
FC(F)Oc1ccc(-n2cc(-c3ccc(Cl)cc3)[n+]3c2CCCCC3)cc1,-1,0.0,-0.6,1,12,-2,0,1,4
COc1cc(OC)cc(-c2n[nH]c(=S)n2-c2ccc3c(c2)OCCO3)c1,-8,-0.1,4.0,-2,4,-2,1,-1,5
O=C(N/N=C/c1ccc(Cl)cc1Cl)c1ccc2nc[nH]c2c1,4,0.1,0.7,1,-32,6,7,3,5
CC(C)(C)C(=O)Nc1sc2c(c1C#N)CCCCC2,-5,0.0,0.2,-2,-5,-2,6,1,-13
NNC(=O)c1n[nH]c2c1CC(C1CCCCC1)CC2 (centres undefined),5,0.0,4.7,1,2,-1,12,3,1
ON/C=N/C(=S)Nc1ncc(C(F)(F)F)cc1Cl,0,-0.2,-1.1,-6,0,2,3,-1,4
C#CCOCCOCCOCCNc1nc(N2CCN(C(=O)CCCCCCCCCCNC(=O)Cn3cc(CCCCCN)nn3)CC2)nc(N2CCN(C(=O)CCCCCCCCCCNC(=O)[C@@H](CCC(=O)O)n3cc(CCCCCN)nn3)CC2)n1,-7,0.2,-0.6,-5,44*,4,4,8,61*
CCOC(=O)c1ccccc1NC(=O)C(C)Oc1ccccc1 (centres undefined),4,-0.1,0.2,4,4,-2,2,0,0
O=C(CCNc1n[nH]c(=O)[nH]c1=O)N/N=C/c1ccc(C(F)(F)F)cc1,-1,0.4,-0.5,-5,2,-2,10,-1,5
Cc1cccc(OCCCC(=O)Nc2ccc(N(C)C)cc2)c1,-28,0.5,3.5,2,26,1,5,-3,-4
CC(C)N(Cc1ccccc1)C(=S)Nc1ccc(F)cc1,2,0.1,0.4,-2,-7,3,10,-1,6
Cc1ccc(C)c(OCCC(=O)OCC(=O)NC2CC2)c1,1,0.1,0.3,0,3,-3,0,-9,11
Cc1ccc(C)c(NC(=O)C2CCN(C(=O)c3cccs3)CC2)c1,-6,0.2,0.9,2,3,-1,0,-2,9
CCS(=O)(=O)NCC(c1cccnc1)N1CCN(c2ccc(F)cc2)CC1 (centres undefined),-6,0.2,-2.9,-1,19,0,-8,0,21
CCOC(=O)C1=C(COc2ccc(C)cc2)NC(=O)NC1c1cc(C)ccc1C (centres undefined),8,0.8,1.7,-3,-6,1,6,0,-8
O=C(COc1ccc2ccccc2c1)N1CCN(C(=O)c2cccs2)CC1,2,-0.1,0.1,-2,3,-2,6,1,0
COc1ccc(Cn2c(=O)c3cccnc3n(Cc3ccc([N+](=O)[O-])cc3)c2=O)cc1,-9,0.1,4.5,-2,11,-5,-16,-4,-17
CC(C)[C@@H](NC(=O)C1CCN(C(=O)[C@@H]2CCCN2C(=O)OC(C)(C)C)CC1)C(=O)NCc1ccc(F)cc1,-1,0.1,-1.6,0,1,-2,-4,0,-1
CCc1nc2ccccc2c(=O)n1NC(=O)c1c(O)c2ccccc2[nH]c1=O,5,0.0,0.4,-2,4,7,1,5,-1
N#Cc1ccc(NC(=O)Nc2ccc(Oc3ccc(NC(=O)Nc4ccc(C#N)cc4)cc3)cc2)cc1,3,1.0,6.9,-8,0,17*,0,-2,-26
CCc1ccc(NC(=O)CN2C(=O)COc3ccc(S(=O)(=O)N4CCCC4)cc32)cc1,10,0.0,2.2,2,-4,-2,7,0,7
O=C(CN1C(=O)NC2(CCCCC2)C1=O)Nc1ccccc1Cl,0,-0.1,-2.2,0,3,-9,8,-7,-2
CC(C)(Oc1ccc(Cl)cc1)C(=O)OCC(=O)NCCc1ccccc1,0,-0.1,0.8,1,-27,-3,-2,-9,5
CCCc1cc(=O)[nH]c(SCC(=O)NC2CCCc3ccccc32)n1 (centres undefined),5,-0.1,0.3,-3,1,-3,10,0,1
COc1ccc(CC(=O)Nc2c3c(nn2C(C)(C)C)CS(=O)(=O)C3)cc1OC,-7,0.2,-2.4,-4,12,-1,-3,0,-1
Cc1ccccc1NC(=S)N/N=C/c1ccc(O)cc1O,-6,-0.1,3.8,0,6,-2,-24,1,-3
CCOC(=O)N1CC=C2C(C#N)=C(N)C(C#N)(C#N)[C@H](c3cccs3)C2C1 (some centres undefined),9,-0.1,1.1,2,-3,6,3,1,9
COc1ccc(C2=NOC(C)(c3nnc(-c4ccc(Cl)cc4)o3)C2)cc1 (centres undefined),9,-0.1,0.4,0,-20,1,13,2,14
CCOC(=O)Cn1c(=NC(=O)CN2C(=O)CCC2=O)sc2cc(S(N)(=O)=O)ccc21,-1,0.0,2.1,-3,1,-5,-7,0,5
Cc1cc(=O)[nH]c(N2CCCC2)n1,0,0.0,-0.9,2,-5,-1,5,4,9
Cc1ccc(C)c(NC(=O)COC(=O)c2c(C)nn(-c3ccccc3)c2C)c1,/,0.1,-1.1,/,10,-4,/,/,-8
Cc1ccc(CNC(=O)c2cc(S(=O)(=O)N3CCCCC3)ccc2N2CCOCC2)cc1,/,0.0,1.7,/,6,-1,/,/,-9
CCOC(=O)C1CCCN(C(=O)c2ccc3c(c2)N(C)C(=O)/C(=C/c2ccccc2Cl)S3)C1 (centres undefined),7,0.1,2.9,0,12,1,2,-1,-1
Cc1nn(Cc2ccc(Cl)cc2Cl)c(C)c1NC(=O)CCl,10,0.1,-1.4,-2,15,1,5,13,14
Cc1cc(C)n2nc(SC(C)C(=O)NCc3ccco3)nc2n1 (centres undefined),-8,-0.1,-5.2,-3,-10,-1,1,4,-18
Nc1ccc(-c2ncc(-c3ccccc3)o2)cc1,-19,-0.2,4.1,-3,13,1,-7,7,0
CC(=O)Nc1cc(C(=O)NCc2ccco2)ccc1Sc1ccc(C)cc1,-1,0.5,3.5,2,6,3,-14,-4,4
COC(OC)c1nc(SCC(=O)Nc2cccc(Cl)c2)ncc1C(=O)O,5,-0.2,-0.3,0,1,-3,11,3,3
Cc1cc(Cl)c2ccc(Cl)cc2n1,-1,-0.2,0.4,0,8,0,9,-4,1
O=C(Nc1c(C(=O)NCc2ccco2)cnn1-c1ccccc1)c1ccc(F)cc1,-1,0.0,-1.1,1,-5,0,-14,-3,21
COc1ccc(-n2nc3c(N4CCC(C(=O)NCCc5ccccc5C)CC4)nnc(C)c3c2C)cc1,-3,0.0,-1.7,-4,52*,2,4,-3,-1
Cc1ccc(NC(=O)NC2CC(=O)N(c3ccc4c(c3)OCCO4)C2)cc1C (centres undefined),-1,0.3,-1.4,0,1,-3,-1,5,2
COc1ccc(NC2CCCN(C(=O)c3ccc(CSC)o3)C2)cc1OC (centres undefined),-18,0.0,4.5,-7,4,4,-14,9,-10
COc1ccc2c(c1)O/C(=C\c1ccccc1C)C2=O,6,-0.1,0.1,-1,-5,-4,2,2,8
CCOC(=O)c1cc(S(=O)(=O)N(C)Cc2ccccc2)cn1C,2,0.1,1.1,-5,1,0,9,2,2
COc1ccc(-c2csc3ncnc(Nc4ccc(O)cc4)c23)cc1,3,0.1,1.8,-1,12,-2,1,1,8
COc1ccc(C(=O)Nc2nnc(SCC(=O)NCC3CCCO3)s2)cc1OC (centres undefined),1,-0.1,0.3,-3,1,-1,-1,1,-3
O=C(NC1CCCC1)c1cc(=O)[nH]c2ccccc12,-4,0.3,4.3,2,-1,0,2,2,11
O/N=C(\c1ccccn1)C1CC1c1ccccc1 (centres undefined),-2,0.0,-0.3,-9,0,-4,-12,2,-2
Cc1ccc(C(C(=O)Nc2ccc3c(c2)OCO3)N(C)C(=O)Cc2c[nH]c3ccccc23)cc1 (centres undefined),14,-0.4,2.9,-1,23,-1,1,9,-11
Cc1nc2cc(NC(=O)c3ccc(Cl)cc3)ccc2n1C,-7,0.0,3.0,-1,12,-1,-3,1,-9
O=C(Nc1ccccc1)O/N=C/c1ccccc1Cl,0,0.0,-1.1,0,13,-4,3,1,-3
N=C1/C(=C\c2coc3ccc(O)cc3c2=O)C(=O)N=C2SC=CN12,8,0.1,-4.4,65*,12,1,-4,2,13
O=C(O)c1ccc(-n2c(-c3ccc(Br)cc3)n[nH]c2=S)cc1,-2,0.2,-0.6,3,7,-7,-2,-3,3
O=C(NC(=S)N1CCN(c2ccc([N+](=O)[O-])cc2)CC1)c1ccccc1F,-17,-1.1,4.6,-5,9,6,-8,1,-26
CCOC(=O)C1(CCc2ccccc2)CCN(C(=O)C2=C(C)OCCO2)CC1,0,-0.1,1.1,-2,4,1,6,-4,2
O=[N+]([O-])/C=C/c1cn(Cc2ccc(F)cc2)c2ccccc12,-1,0.0,6.8,10,3,9,-6,-5,13

# Some of these compounds in order of their number in PREPL inhibitor, low to high:
SMILES,PREPL inhibitor
O=C(Nc1c(C(=O)NCc2ccco2)cnn1-c1ccccc1)c1ccc(F)cc1,-5
CCOC(=O)C1(CCc2ccccc2)CCN(C(=O)C2=C(C)OCCO2)CC1,4
COc1ccc(-n2nc3c(N4CCC(C(=O)NCCc5ccccc5C)CC4)nnc(C)c3c2C)cc1,52*

# Other compounds follow:
SMILES,core dimer inh,Efflux pump inh,PP5 primary,TPT1 inh,PREPL inhibitor,PP1 inh,EBNA-1 inh,Fh CTSL1 inh,ZTA counter
O=C(Nc1ccc2c(c1)OCO2)c1ccc(S(=O)(=O)NCC2CCCO2)cc1 (centres undefined),0,0.0,4.3,4,-9,-1,-3,0,-4
CCOC(=O)C1=C(C)Nc2ncnn2C1c1ccccc1F (centres undefined),-1,0.1,3.4,-3,11,3,-11,-3,0
COc1ccc(-c2nnc(NC(=O)c3ccc(S(=O)(=O)N4CCCc5ccccc54)cc3)o2)cc1,16,0.0,0.4,-1,-1,29*,11,5,13
Cc1ccc(NC(=O)N2N=C(c3ccc(F)cc3)CC2c2ccc(F)cc2)cc1 (centres undefined),9,0.1,1.0,-1,-4,-8,-9,0,-5
CC(C)C[C@H](NC(=O)CCn1nnc2ccccc2c1=O)C(=O)O,0,0.0,-1.5,-4,-8,2,-7,0,-5
CCN(CC(=O)NC(C)(C)C)C(=O)c1ccccc1SCC(=O)NC1CCCCCCC1,1,2.9,1.7,-3,-5,-9,-18,-6,-15
CC(C)c1cn(C2OC(COC(=O)c3ccccc3)C(OC(=O)c3ccccc3)C2OC(=O)c2ccccc2)c(=O)[nH]c1=O (centres undefined),33,-0.1,2.4,-3,-12,1,-2,0,6
CN=C(c1ccc(C)cc1)n1c(=S)nc(-c2ccc(C)cc2)n(C)c1=S,8,0.1,1.6,1,13,-2,-2,3,-18
COc1ccc(S(=O)(=O)NN(C)C(=O)c2nn(-c3ccccc3)ccc2=O)cc1,-4,0.0,-1.1,-9,-2,-2,7,1,22
O=S(=O)(N/N=C/c1ccc(Cl)cc1)c1ccc(Cc2ncc(C(F)(F)F)cc2Cl)s1,14,0.0,-0.3,-4,3,3,2,4,5
CCCc1nnc(SCc2ccc(OCC)cc2)n1N,-6,0.1,1.7,-5,19,3,-6,0,-14
COc1ccc(-c2cn3cc(Br)cnc3n2)cc1,-22,0.0,1.6,0,8,-1,1,-1,-14

# A portion of the library; rates above refer to the full screens.
